Screens deposited in PubChem BioAssay by several laboratories.
PhoP inhibition: inhibitors of PhoP regulon expression, primary screen, Salmonella Typhimurium, GFP reporter (AID 1863). S. Typhimurium PhoP-regulated promoter GFP reporter, 4 h; higher % means a stronger effect. inhibition, % at 50 µM, or IC50 in µM where a hit was titrated. actives 0.16% (n = 300,000);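 active = inhibition over 29.93%, a cutoff 3 SD above the screen mean, later confirmed by dose response; inconclusive = inhibition over 29.93% but no dose response follow-up; inactive = inhibition at most 29.93% or unconfirmed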;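 also: 0% = low Mg2+ inducing control and 100% = high Mg2+ repressing control; strong numbers were not always called active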
ER stress rescue: protection against thapsigargin-triggered cell killing – 384-well, CSM14.1, ATP luminescence, primary screen (AID 1222) | CSM14.1 thapsigargin-induced death rescue, ATP luminescence; higher % means a stronger effect | cellular ATP content (survival), % at 20 µM; hits with a dose series show EC50 in µM | 190,000 tested, under 10 active;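 active = EC50 below 50 µM in the dose-response confirmation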;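 also: death triggered by thapsigargin at about 15 µM added after 2 h compound pretreatment; cell ATP read after overnight thapsigargin exposure of roughly 18 to 22 hours; normalized against plate controls of thapsigargin alone and 5% DMSO vehicle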
RSV CPE inhibition: RSV antiviral activity via CPE protection, HEp-2 cells, primary 10 µM value included (AID 2391); HEp-2 cells, RSV-induced CPE inhibition; higher % means a stronger effect; CPE inhibition, % at 10 µM, or IC50 in µM where a hit was titrated; actives 0.13% (n = 310,000); in the data active = a potency from the dose series; inconclusive = CPE inhibition mostly from about 23% at the one dose, without a potency; inactive = the rest, 99 in 100 with CPE inhibition below about 21%; also: strong numbers were not always called active
GPR35 arrestin U2OS: inhibition of zaprinast-stimulated GPR35 beta-arrestin translocation – imaging, U2OS, beta-arrestin-GFP, zaprinast agonist, primary screen (AID 2058). U2OS GPR35 beta-arrestin-GFP translocation imaging, zaprinast antagonism; higher % means a stronger effect. one-dose inhibition, % at 10 µM; IC50 in µM for titrated hits. actives 0.052% (n = 290,000);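 active = inhibition of at least 50% with at least 30 cells and total cytoplasm GFP at most 10,000,000; inconclusive = under 30 cells or total GFP of 10,000,000 plus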
SV40 large T antigen: TAg ATPase/helicase activity blockers – biochemical (AID 1903) | SV40 large T antigen ATPase/helicase inhibition assay; higher % means a stronger effect | inhibition, % at 20 µM; hits with a dose series show IC50 in µM | actives 0.39% (n = 310,000); in the data active = a potency from the dose series; inconclusive = inhibition mostly from about 32% at the one dose, without a potency; inactive = the rest, 99 in 100 with inhibition below about 32%; also: strong numbers were not always called active
West Nile virus CPE: West Nile virus antiviral activity, cell-based, CPE readout (AID 1621); West Nile virus-infected cells, CPE inhibition; higher % means a stronger effect; CPE inhibition, % at 10 µM; hits with a dose series show IC50 in µM; actives 0.02% (n = 290,000); in the data active = a potency from the dose series; inconclusive = CPE inhibition mostly from about 3.7% at the one dose, without a potency; inactive = the rest, 99 in 100 with CPE inhibition below about 2.2%; also: strong numbers were not always called active
LYP inhibition: inhibitors of LYP phosphatase, biochemical, fluorescence intensity, uHTS (AID 1779); recombinant LYP phosphatase, fluorescence intensity; higher % means a stronger effect; one-dose inhibition, % at 11.5 µM; IC50 in µM for titrated hits; actives 0.054% (n = 290,000); in the data active = inhibition above about 50%;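 also: plate controls were vehicle with enzyme for no effect and no enzyme for full effect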
NS5 inhibitors: Dengue-2 NS5 methyltransferase inhibitors, primary screen, biochemical, confirmation dose response (AID 588689); inhibition, % at 25 µM, or IC50 in µM where a hit was titrated; actives 0.3% (n = 340,000); Dengue-2 NS5 methyltransferase capping enzyme assay, biochemical; higher % means a stronger effect; in the data active = a potency from the dose series; inconclusive = inhibition above about 29% without an active follow-up result
Rac1 GTP hydrolysis: MgcRacGAP GTPase-activating activity inhibitors, confirmation, biochemical, ADP Hunter fluorescence | MgcRacGAP-stimulated Rac1 GTP hydrolysis, ADP Hunter fluorescence; higher % means a stronger effect; GST-tagged Rac1 F28L mutant substrate | actives 0.6% (n = 340,000) | AID 624330 | one-dose inhibition, % at 30 µM; IC50 in µM for titrated hits;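 active = first-screen hits whose inhibition reached a set limit at any dose in the follow-up dose series; inconclusive = inhibition above the set first-screen limit but never retested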;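 also: fluorescence reports GDP produced by GAP-driven GTP hydrolysis; strong numbers were not always called active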
NS5 inhibitors pilot replicate: also measured in NS5 inhibitors; calls as there; inhibition, %; measured here: pilot screen replicate inhibition
* = called active by the depositor; ? = inconclusive; nt = not tested or not shown. An excerpt; rates above refer to the full screens.

SMILES	PhoP inhibition	ER stress rescue	RSV CPE inhibition	GPR35 arrestin U2OS	SV40 large T antigen	West Nile virus CPE	LYP inhibition	NS5 inhibitors	Rac1 GTP hydrolysis	others
COc1cc(CN=Cc2c(O)n(C(C)(C)C)c(=O)[nH]c2=O)cc(OC)c1	-5%	nt	nt	5%	14%	-0.3%	0%	0%	-3%
CC(C(=O)O)N(C(=O)c1ccccc1)c1ccc(F)c(Cl)c1 (stereo unspecified)	-4%	-1.7%	3.0%	-3%	7%	0.7%	-6%	10%	6%
O=[N+]([O-])c1ccc(N2CCOCC2)c2cccnc12	-10%	nt	4.8%	6%	4%	0.0%	3%	-5%	4%
O=C(Cc1ccccc1)OCC(=O)N1CCN(S(=O)(=O)c2ccc(Cl)cc2)CC1	0%	nt	-2.0%	nt	8%	nt	nt	-9%	-6%
O=C(O)c1cn(Cc2ccccc2)nc1-c1ccccc1	1%	-0.9%	-1.6%	-4%	0%	0.3%	1%	2%	11%
COC(=O)C1=C(c2cc3ccccc3o2)C[C@@H]2CC[C@H]1N2C(=O)NCCCOC(C)C	nt	nt	0.2%	nt	10%	-0.8%	nt	-4%	-2%
CCOc1cc(-c2nc3c(C)cccn3c2NCC2CCCO2)ccc1O (stereo unspecified)	-1%	-1.2%	0.7%	-19%	?	-0.8%	-23%	-2%	-19%
CCCCCCn1c(O)c(C=NCCCn2ccnc2)c(=O)[nH]c1=O	-22%	0.9%	-2.2%	-1%	4%	0.7%	0%	-81%	11%
CN1CCN(c2nc3ccccc3o2)CC1	-2%	nt	1.2%	4%	9%	-0.1%	-7%	-5%	9%
CC(C)CCNC(=O)CN1C(=O)CN=C(c2ccccc2)c2ccccc21	-3%	nt	3.1%	12%	10%	-0.3%	-6%	-3%	-2%
Cc1ccc(C)c(CN2CCC(n3nnc4cc(F)ccc43)CC2)c1	6%	-3.3%	-0.1%	-4%	5%	0.7%	-3%	-3%	-4%
Cc1nn(Cc2ccccc2Cl)c(C)c1C(=O)NC1CCCc2ccccc21 (stereo unspecified)	-7%	-2.6%	7.7%	-4%	6%	-0.8%	-6%	-1%	-8%
O=C1NC(=O)N(Cc2ccccc2)C(=O)/C1=C/N1CCCc2ccccc21	-2%	0.3%	0.5%	0%	-10%	-0.5%	-10%	-94%	8%
COC(=O)C(O)(c1ccc(NC(=O)c2cccs2)c(C)c1)C(F)(F)F (stereo unspecified)	-8%	nt	2.7%	4%	12%	-0.2%	-6%	3%	10%
CCOP(=O)(Cc1ccc(C#N)o1)OCC	-2%	nt	-1.2%	-2%	3%	2.0%	0%	3%	8%
O=c1c2cc(Br)ccc2[nH]c(=S)n1-c1ccccc1	3%	-1.4%	1.2%	-4%	9%	0.7%	-4%	-2%	3%
Cc1nn(Cc2ccccc2)c(Cl)c1C(=O)OC(C)C(=O)Nc1ccc(F)cc1Cl (stereo unspecified)	0%	0.7%	1.8%	-4%	17%	-0.7%	-7%	-3%	8%
COc1cccc(-n2c(O)c(C=NCCN3CCNCC3)c(=O)[nH]c2=S)c1	7%	nt	1.5%	-3%	8%	-0.3%	-3%	1%	3%
CCn1cc(C=C2C(=O)N(C)C(=O)N(C)C2=O)c2ccccc21	-1%	nt	2.7%	-5%	-7%	-0.6%	-4%	26%	14%
O=C(O)c1cccc(NC(=O)N2C[C@H]3C[C@@H](C2)c2cccc(=O)n2C3)c1	2%	nt	1.9%	14%	7%	-0.5%	-7%	1%	5%
Cc1nc2ccc(Cl)cc2c(=O)n1-c1cccc(Cl)c1	-3%	nt	0.9%	7%	6%	-0.7%	-8%	-3%	1%	NS5 inhibitors pilot replicate=-5.2
O=C1NC(=O)N(c2ccccc2)C(=O)/C1=C/c1ccc(Sc2ccccc2)o1	9%	0.3%	0.1%	13%	32%	-0.3%	6%	6%	15%
CC(=O)Nc1ccccc1C(=O)OCc1ccc(C(=O)c2ccccc2)cc1	2%	1.1%	1.3%	3%	-6%	0.0%	-1%	-5%	0%
O=c1[nH]c(=O)n(Cc2ccccc2)c(O)c1C=NCCN1CCOCC1	-5%	-0.2%	3.2%	20%	14%	0.0%	2%	-2%	7%
O[C@@H]1CCCN2CCc3c([nH]c4ccccc34)[C@H]12	-12%	nt	nt	nt	13%	-0.8%	nt	-11%	2%
CCCCn1c(O)c(C(C)=Nc2ccc3c(c2)CCC3)c(=O)[nH]c1=O	-8%	nt	1.8%	-2%	11%	-0.6%	2%	4%	10%
Clc1cccc(CN2CCCCC2c2cccnc2)c1 (stereo unspecified)	nt	0.8%	-0.9%	-11%	nt	-0.1%	-11%	-7%	1%
COc1ccc(-c2n(-c3ccccn3)c3ccccc3[n+]2-c2ccccn2)cc1	-3%	nt	nt	-14%	nt	-0.5%	-12%	-8%	15%
COC1CCCCC1NCCc1ccccc1 (stereo unspecified)	-3%	0.7%	-0.5%	16%	3%	0.3%	-10%	-7%	21%
CCCCn1c(=O)c(C(=O)NCc2ccco2)c(O)c2ccccc21	5%	-1.0%	0.8%	7%	5%	-1.5%	2%	7%	8%
Brc1ccc(CN2CCNCC2)s1	5%	-0.2%	0.6%	-7%	8%	0.1%	-10%	-4%	7%
O=C1NC(=S)N(c2ccc(F)cc2)C(=O)/C1=C/c1ccco1	6%	nt	2.5%	1%	?	-0.6%	3%	nt	nt
CCCCn1c(O)c(/C=N/N2CCCCC2c2cccnc2)c(=O)[nH]c1=S (stereo unspecified)	-15%	-2.3%	3.9%	-5%	6%	-0.2%	-8%	11%	5%
COC(=O)C1=C(c2ccc(S(C)(=O)=O)cc2)C[C@@H]2CC[C@H]1N2C(=O)NCc1ccccc1	-13%	nt	0.0%	nt	9%	0.3%	nt	2%	9%
Cc1c(C=C2C(=O)NC(=O)NC2=O)c(=O)n(-c2ccccc2)n1C	4%	0.0%	-0.3%	-11%	4%	0.7%	-6%	-19%	9%
Clc1ccc(C(Cn2ccnc2)OCc2csc3c(Cl)cccc23)c(Cl)c1 (stereo unspecified)	-2%	nt	1.1%	nt	20%	nt	nt	0%	0%
C1=C(c2c[nH]c3ccccc23)CCN(Cc2ccccc2)C1	10%	-0.6%	11%	-22%	3%	-0.5%	-5%	-19%	-3%
CCCCn1c(=O)c(C=Nc2ccc(Cl)cc2)c(O)n(Cc2ccco2)c1=O	1%	-1.6%	-0.6%	-3%	21%	-1.1%	-6%	-45%	10%
C=CCn1c(O)c(C(CC)=NCCC2=CCCCC2)c(=O)[nH]c1=O	10%	-2.3%	3.7%	0%	4%	-1.1%	-1%	-10%	7%
CC1=C(C/C(C)=C/c2ccccc2)/C(=C/CO)[C@H](O)[C@](C)(O)C12CC2	nt	nt	2.1%	nt	9%	-0.6%	nt	-6%	11%
CCN(CC)S(=O)(=O)c1ccc(C)c(NCC(=O)Nc2ccc(C#N)c(Cl)c2)c1	7%	-2.0%	7.1%	11%	17%	?	5%	0%	6%
CCN(CC)C(=O)c1ccc(NC(=O)c2cccc(S(=O)(=O)N3CCN(Cc4ccccc4)CC3)c2)cc1	-6%	nt	2.5%	nt	7%	nt	nt	-6%	8%
CC(C)(C)[C@]1(O)C[C@@H]2OC(=O)C[C@@]23C(=O)O[C@@H]2OC(=O)[C@H](O)[C@]213	3%	-0.5%	1.6%	-7%	14%	0.4%	-8%	3%	-5%
COc1ccc(CCN)cc1OC	-5%	nt	0.3%	1%	nt	0.0%	-9%	-3%	3%
COc1cc(N2CCOCC2)ccc1C=C1C(=O)NC(=O)NC1=O	7%	-1.9%	2.4%	3%	-19%	0.2%	-9%	-1%	17%
CC(C)CCP(=O)(O)c1ccccc1	-14%	1.3%	0.5%	-12%	12%	0.9%	-10%	-6%	9%
Cc1cc(Br)c(NC(=O)CN2CC=C(c3ccccc3)CC2)c(Br)c1	-8%	-0.8%	16%	-10%	19%	-1.2%	3%	6%	0%
CC(Cc1ccsc1)NCc1cn[nH]c1-c1ccc(F)cc1F (stereo unspecified)	-8%	nt	-0.6%	0%	11%	-0.2%	-8%	-8%	4%
CCc1cccc(CC)c1NC(=S)N1CC2CC(C1)c1cccc(=O)n1C2 (stereo unspecified)	2%	-1.0%	1.1%	6%	10%	-0.2%	-3%	1%	-1%
COc1ccc(C(C)=O)cc1CC(C(=O)c1ccc(C)c(C)c1)N(C)C (stereo unspecified)	-4%	-0.5%	-0.3%	-3%	3%	-0.5%	5%	2%	-9%
CC[n+]1c(/C=C/C=C/c2ccc(N(C)C)cc2)sc2ccccc21	70µM*	nt	nt	10%	?	-0.3%	7%	-2%	?
Cc1cc(OCC(=O)N2CCCN(C)CC2)ccc1Cl	-2%	nt	-0.2%	3%	26%	-0.3%	-2%	-3%	0%
CCCCN1C(=O)NC(=O)C2(Cc3ccccc3N3CCOCC32)C1=O (stereo unspecified)	-6%	-3.3%	1.6%	-4%	15%	-0.6%	-3%	1%	-13%
O=P(Oc1ccccc1)(Oc1ccccc1)C(O)c1ccc(Cl)cc1 (stereo unspecified)	2%	nt	0.4%	nt	17%	nt	nt	-8%	-1%
CCN(CC)C(=O)c1ccc(NC(=O)Cn2nc(C)c3ccccc3c2=O)cc1	13%	-1.3%	2.1%	20%	-4%	-0.7%	-5%	-3%	6%
COc1ccc(/C=C2\C(=O)NC(=S)N(C)C2=O)cc1C	-5%	-0.1%	2.2%	12%	18%	-0.1%	-2%	2%	21µM*
O=C1/C(=C/c2cc3c(cc2Cl)OCO3)N2CCC1CC2	-9%	1.5%	2.0%	6%	4%	-0.5%	-8%	nt	nt
CN1C(=O)C(=Cc2ccccc2OCc2ccccc2Cl)C(=O)N(C)C1=O	9%	2.0%	2.9%	6%	30%	-0.9%	0%	15%	10%
Cn1c(O)c(C=NC2CCCCCC2)c(=O)[nH]c1=S	-7%	0.3%	-0.3%	-9%	4%	0.4%	0%	0%	2%
Cc1nc2ccccc2c(=O)n1-c1cccc(O)c1	13%	2.0%	0.4%	12%	10%	1.4%	-9%	-4%	6%

Among those listed so far, these contain a cyano group:
SMILES	PhoP inhibition	ER stress rescue	RSV CPE inhibition	GPR35 arrestin U2OS	SV40 large T antigen	West Nile virus CPE	LYP inhibition	NS5 inhibitors	Rac1 GTP hydrolysis	others
CCOP(=O)(Cc1ccc(C#N)o1)OCC	-2%	nt	-1.2%	-2%	3%	2.0%	0%	3%	8%
CCN(CC)S(=O)(=O)c1ccc(C)c(NCC(=O)Nc2ccc(C#N)c(Cl)c2)c1	7%	-2.0%	7.1%	11%	17%	?	5%	0%	6%
